Source: PubChem BioAssay
ERK EGF block: qHTS Assay for Inhibitors of the ERK Signaling Pathway using a Homogeneous Screening Assay; Stimulation with EGF. HEK293-V1b, EGF-stimulated phospho-ERK AlphaScreen. Potency, µM (series often up to 11.5 µM), without a hit: at the highest dose activity change, negative = inhibition, hits mostly inhibitors. 130,000 compounds, 0.41% hits. AID 1454, 2008; active = well fitted inhibition curve with a large enough effect; inconclusive = small, poorly fitted or top-dose-only effect, or effect the other way;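 also: plate controls were stimulated vehicle wells for no effect and unstimulated vehicle basal for full effect; nearly all actives have a fitted effect of over 55% in size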
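Readout: AlphaScreen signal for phosphorylated ERK in lysed HEK293 cells stably expressing V1b. Stimulus 25 nM EGF, 5 min, following 30 min compound exposure. Data scaled to DMSO basal and full EGF activation.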
* hit, by the source's call; ? = inconclusive; & = joins results of further samples; [ ] = another dose, or the depositor's remark. Potency is read from the fitted curve at half-maximal effect. These rows are one share of the data. The share of hits here may be higher or lower than overall.

smiles,ERK EGF block
Cc1[nH]c(=O)[nH]c(=O)c1/C=N/NC(=O)[C@@H](N)CC(C)C,-11%[57.5 µM]
Cc1cc(NC(=O)COC(=O)c2ccccc2[N+](=O)[O-])no1,13%
CCCCOc1ccc(C(=O)CCN2CCOCC2)cc1,-3%
CCOC(=O)C1=C(CS(=O)(=O)c2ccccc2)NC(=O)NC1c1cccc(OC)c1 (stereo not given),-5%
O=C(NNc1cc(N2CCOCC2)nc(N2CCOCC2)n1)C12CC3CC(CC(C3)C1)C2,1%
COc1cc2c3cc1Oc1c(OC)c(OC)cc4c1[C@@H](Cc1ccc(O)c(c1)Oc1ccc(cc1)C[C@@H]3N(C)CC2)N(C)CC4,-3%
COc1ccc(CC(=O)NC(C)CCc2ccccc2)cc1 (stereo not given),-15%
Fc1cc(F)cc(NC(=S)NN2CCOCC2)c1,-2%
O=C(c1ccco1)N1CCN(C(=O)C2CC2)CC1,6%
CC(=O)Oc1ccc(OC(C)=O)c(SCCCCCCl)c1,12%
O=C(CSc1nnc(-c2ccccc2)n1-c1ccc(Cl)cc1)NC1CCS(=O)(=O)C1 (stereo not given),1%
O=C(/C=C/c1ccccc1)NC1CC2CCCC(C1)N2Cc1ccccc1 (stereo not given),-8%[57.5 µM]
O=C(NCc1ccccc1)[C@@H]1C[C@H]1[C@@H](NP(=O)(c1ccccc1)c1ccccc1)c1ccccc1,4%&-16%
O=C(/C=C\c1ccc2c(c1)OCO2)Nc1nnc(SCC(=O)OCc2ccccc2)s1,5%
CCOC(=O)N1CCN(c2c(-c3ccc(C)cc3)c(=O)c2=O)CC1,4%
CSc1cccc(NC(=S)N2CCC(N(C)C3CCCCCC3)CC2)c1,-5%
CN(C)CCCNCC(=O)NN(c1ccccc1)c1ccccc1,-1%[57.5 µM]
COCCN(C(=O)CNC(=O)c1ccco1)C(C(=O)NC1CCCC1)c1cccs1 (stereo not given),0%
S=C(NCc1ccccc1)NN1CCOCC1,-4%
CN1CCc2c(sc(NC(=O)c3cc4cc([N+](=O)[O-])ccc4s3)c2C(N)=O)C1,1%
CCOc1ccc(CCNC(=O)C2CCCN(C(=O)N(C)C)C2)cc1OCC (stereo not given),1%
O=[N+]([O-])c1ccc(COn2nnc3ccccc32)cc1,-16%
CC(=O)NC(C(=O)NCC(N)=O)C(C)C (stereo not given),-9%[57.5 µM]
Cc1ccc2nc(NC(=O)C3CCN(S(=O)(=O)c4cnc[nH]4)CC3)sc2c1,10%
COc1ccc(CNC(=O)C(NC(C)=O)C(=O)Nc2ccc(C(C)C)cc2)cc1 (stereo not given),2%
CCOc1ccc(C(C)NC(=O)c2cccnc2OCC)cc1OCC (stereo not given),3%
COc1ccc(-c2nnc(-c3cc4c(ccc5ccccc54)oc3=O)o2)cc1,5%[57.5 µM]
CCOc1ccc(NC(=S)N(CCc2c(C)[nH]c3ccccc23)Cc2ccco2)cc1,0%
CN1CCN(c2nc(-c3cccnc3)nc3scc(-c4ccccc4)c23)CC1,-19%
O=c1c2ccccc2c(-c2ccccc2)nn1-c1ccccn1,-3%
CCOc1cc(NC(=S)NCCCN2CCOCC2)c(OCC)cc1NC(=O)C1CC1,2%
O=C(NC(=S)Nc1ccccc1)c1cc([N+](=O)[O-])ccc1N1CCOCC1,?
COC(=O)N1CCC2(CCN(Cc3cc(C(F)(F)F)cc(C(F)(F)F)c3)CC2)CC1,-9%
Cc1cc2ccccn2c1C(=O)c1ccc(N/N=C/c2ccc(C(=O)O)cc2)c([N+](=O)[O-])c1,0%[57.5 µM]
Cc1ccc(S(=O)(=O)N2CCOCC2)cc1NC(=O)COC(=O)CNC(=O)c1ccc(C(C)(C)C)cc1,8%
COc1cc(NC(=O)CSc2nnnn2Cc2ccccc2)cc(OC)c1,0%
O=C(Cn1cnc2c(nnn2Cc2ccc(F)cc2)c1=O)NCc1ccc(F)cc1,-3%
Clc1ccc(-c2nnc(COc3ncnc4ccccc34)o2)cc1,2%
O=C(CN1CCN(Cc2ccccc2)CC1)N/N=C/c1ccco1,12%[57.5 µM]
COCCNC(=O)[C@@]1(Cc2ccccc2)C=C[C@@H](C)N1C(=O)OC,1%
Cc1ccc(NC(=S)Nn2cnnc2)cc1,-11%
C#CCNC(=O)/C=C/c1ccc(OC)cc1,-4%
CC(=O)c1ccc(N2CCN(CC(O)COCc3ccco3)CC2)cc1 (stereo not given),-14%
COc1ccc(NC(=O)c2cccs2)cn1,-3%[57.5 µM]
O=C(NNC1CC(=O)N(c2ccc(Cl)cc2)C1=O)c1ccccn1 (stereo not given),-3%
CCc1nc(C)c(-c2ccccc2)c(=O)[nH]1,3%
Cc1cc(C)cc(NC(=O)NC(C)C2CCCO2)c1 (stereo not given),-2%
CN(C(=O)COC(=O)c1cccnc1Nc1cccc(C(F)(F)F)c1)C1CCS(=O)(=O)C1 (stereo not given),-8%
Cc1ccc(S(=O)(=O)CC(O)COc2ccc(C#N)cc2)cc1 (stereo not given),-24%
S=C(NCc1ccccc1)NCc1cccc(CNC(=S)NCc2ccccc2)c1,-6%[57.5 µM]
COc1ccc(Oc2ccc(S(=O)(=O)N3CCCCC3)cc2S(=O)(=O)N2CCCCC2)cc1,1%[57.5 µM]
Cc1sc(NC(=O)CCC(=O)O)c(C#N)c1C,2%
CCOC(=O)c1c(CN2CCN(C)CC2)n(-c2ccccc2)c2cc(Br)c(O)cc12,-7%[57.5 µM]
COc1ccc(C(=O)Oc2ccc(F)cc2C(=O)/C=C/c2ccc(OC)c(OC)c2)cc1,7%
O=C(c1ccc2c3c(cccc13)CC2)C1CCCN(C(=O)c2cc[n+]([O-])cc2)C1 (stereo not given),1%
O=C(Nc1ccccc1C(=O)N/N=C/c1ccc(O)cc1)c1ccccc1,10%[57.5 µM]
Cc1nn(-c2ccccc2)c2nc(C(F)(F)F)[nH]c(=O)c12,4%
CC(C)(O)C#Cc1ccc(CN2CCN(Cc3ccsc3)C(CCO)C2)cc1 (stereo not given),7%
O=C(c1cc(C(=O)NCCc2ccccc2)c(=O)n(CCc2ccccc2)c1)c1cc(Cl)ccc1O,-10%
Cc1c(Br)c(C(=O)N2CCc3ccccc32)nn1C,3%

Later entries.
smiles,ERK EGF block
NC(=S)N/N=C/c1c[nH]c2ccccc12,2%[57.5 µM]
COc1ccc2oc(=O)c(C(=O)N3CCCC3)cc2c1,-2%
COC(=O)c1cc2occc2n1Cc1nc(-c2cccc(Cl)c2)oc1C,1%
COCCCNc1nc(N)c([N+](=O)[O-])c(Nc2ccccc2OC)n1,-11%[57.5 µM]
O=C(Cn1c(=O)sc2ccccc21)Nc1ccc(S(=O)(=O)N2CCCCC2)cc1,-9%
O=C(c1ccc(C(F)(F)F)cc1)C1CCCN(C(=O)CCc2cnccn2)C1 (stereo not given),-1%
CC1(C)CN(c2ccc(CC#N)cc2)C1=O,-7%
CC1(C)CC(=O)C(N=Nc2cccc(S(=O)(=O)N3CCOCC3)c2)=C(O)C1,-9%[57.5 µM]
Cc1nn(-c2ccccc2)c(Cl)c1/C=C1\C(=O)N(C)C(=S)N1C,-1%
CNC(=O)C1Cc2ccccc2CN1S(=O)(=O)c1cccs1 (stereo not given),-2%
COc1cc(OC)c2c(-c3ccccc3)cc(=O)oc2c1C(CC(=O)N1CCN(c2ccccc2)CC1)c1ccc(N(C)C)cc1 (stereo not given),-12%[57.5 µM]
CCc1cc(C(=O)COc2ccc(F)cc2)c(O)cc1O,5%
O=C(NCCCO)C(=O)c1c(-c2ccccc2)cc2ccccn12,-4%
CCOC(=O)C1CCN(c2ccc(C(=O)O)cc2[N+](=O)[O-])CC1,6%
CC(C)c1nc2c([nH]1)c(=O)n(C)c(=O)n2C,-16%[57.5 µM]
C1=CCC(CN2CCNCC2)CC1 (stereo not given),-2%
O=C(Cc1cccs1)N/N=C/c1ccco1,2%
CCC(=O)c1ccc(N2CCC(C)CC2)c(F)c1,-6%
Cc1nn(-c2ccccc2)nc1C(=O)NNC(=O)c1ccc(C(F)(F)F)cc1,-9%[57.5 µM]
COc1ccc2cc(C(C)=O)c(=O)oc2c1,-1%
O=C(/C=C/c1ccc2c(c1)OCO2)Nc1nc(-c2ccc(F)cc2)cs1,2%
C=CCOC(=O)C1=C(C)N=C2SCCC(=O)N2C1/C=C/c1ccccc1OC (stereo not given),0%
Cc1ccc(-n2c3c(cc(C(=O)NCc4ccco4)c2=O)C(=O)CCC3)cc1,3%
O=C(O)c1cc2n(n1)CCN(Cc1ccccc1Cl)C2=O,-2%
COc1cc(NC(=O)c2cc3c(Cl)nc4ccccc4c3s2)cc(OC)c1OC,1%
CCOc1c(Br)cc(CNC2CCCCCCC2)cc1OC,-1%
CC(=O)c1ccc(N2CCN(C(=O)c3nn(Cc4ccccc4)c(=O)c4ccccc34)CC2)cc1,-1%
O=C(NCCOc1ccccc1Cl)C(=O)NCCOc1ccccc1Cl,-2%
CCOC(=O)N1CCN(S(=O)(=O)c2cc(Cl)c(OC)cc2Cl)CC1,6%
Cc1cccc(C(=O)C2CCOC(C)(C)C2)c1 (stereo not given),9%[57.5 µM]
CCN1CCN(c2cc3c(cc2F)c(=O)c(C(=O)O)cn3C2CC2)CC1,-13%[57.5 µM]
C=CCN(c1ccccc1)S(=O)(=O)c1cccc(C(=O)Oc2ccc3c(C)cc(=O)oc3c2)c1,0%
CCCCN1CNC(=S)N(Cc2ccccc2)C1,6%
O=c1[nH]c2ccc(NS(=O)(=O)c3ccc(Cl)cc3)cc2[nH]1,-5%
O=C(COC(=O)c1cc(F)cc(F)c1)Nc1cccnc1Cl,-7%[57.5 µM]
NCCC1CCCC(CCN)N1 (stereo not given),21%
COc1ccc(NC(C)=O)cc1S(=O)(=O)NC(Cc1ccccc1)C(=O)O (stereo not given),26%[57.5 µM]
CCSc1ccccc1C(=O)Nc1ccc(S(=O)(=O)NC(C)=O)cc1,-8%
C[C@@H]1CC=C[C@H]2[C@H]1C(=O)N(Cc1ccccc1)[C@H]2c1ccc(/C=C/c2ccccc2)cc1F,-12%[57.5 µM]
CCOC(=O)CCCC(=O)N1CCOCCOCCN(C(=O)CCCC(=O)OCC)CCOCCOCC1,3%
COc1cc(C(=O)OCC(C)=O)cc(NC(=O)c2ccco2)c1OC,2%
CC(C)(C)NC(=O)c1cccc2c1C(=O)c1ccccc1-2,8%[57.5 µM]
O=[N+]([O-])c1cccc(S(=O)(=O)Nc2nc3ccccc3nc2Nc2cccc(S(=O)(=O)N3CCCCC3)c2)c1,13%
CCNc1ncc2ncc(=O)n(C[C@H]3CCCO3)c2n1,-6%
O=S(=O)(NCc1ccccc1)c1ccc(S(=O)(=O)N2CCCC2)cc1,0%
CCOCCCNC(=O)C(Cc1ccccc1)NS(=O)(=O)c1ccc2c(c1)c(=O)n(C)c(=O)n2C (stereo not given),-4%
COc1cc(C(=O)Nc2ccc(C)cc2)c(-n2cnnn2)cc1OC,9%
O=C(CN1CCN(S(=O)(=O)c2ccc(Cl)cc2)CC1)Nc1ccc2c(c1)CCC2,-2%
C=CCn1c(SCC(=O)Nc2cccnc2Cl)nnc1-c1ccccc1F,4%
CCOc1ccc(NC(=O)CCCn2c(=S)[nH]c3ccsc3c2=O)cc1,-9%
CC(=O)c1cccc(NC(=S)N2c3ccccc3CC2C)c1 (stereo not given),-4%
O=S(=O)(c1cccc(NC(=S)N2CCN(c3ccc(F)cc3)CC2)c1)C(F)F,?
CCS(=O)(=O)N1CCN(c2ccc(C(=O)N3CCOCC3)cc2[N+](=O)[O-])CC1,11%[57.5 µM]
CCCc1ccc(NS(=O)(=O)c2c(C)oc(C)c2C(=O)OC)cc1,7%[57.5 µM]
COc1ccccc1CNCC(O)Cn1c2ccccc2c2ccccc21 (stereo not given),3%
CC(C)(C)c1cc(P(=O)(c2ccccc2)c2ccccc2)ccc1O,9%[57.5 µM]
COc1ccc(OC)c(NC(=O)CSc2nc3ccccc3c3nc4ccccc4n23)c1,3%
CN(C)S(=O)(=O)c1ccc(C(=O)Nc2nnc(-c3ccco3)o2)cc1,-3%
CC(=O)c1cccc(NC(=O)C23CC4CC(C2)CC(n2cncn2)(C4)C3)c1,20%

Of the compounds above, 3 have bromine:
smiles,ERK EGF block
CCOC(=O)c1c(CN2CCN(C)CC2)n(-c2ccccc2)c2cc(Br)c(O)cc12,-7%[57.5 µM]
Cc1c(Br)c(C(=O)N2CCc3ccccc32)nn1C,3%
CCOc1c(Br)cc(CNC2CCCCCCC2)cc1OC,-1%

Grouped by structure: the entries above with a cyano group
smiles,ERK EGF block
Cc1ccc(S(=O)(=O)CC(O)COc2ccc(C#N)cc2)cc1 (stereo not given),-24%
Cc1sc(NC(=O)CCC(=O)O)c(C#N)c1C,2%
CC1(C)CN(c2ccc(CC#N)cc2)C1=O,-7%

Arranged by value in ERK EGF block (largest number first): three of the compounds above
smiles,ERK EGF block
COc1ccc(CNC(=O)C(NC(C)=O)C(=O)Nc2ccc(C(C)C)cc2)cc1 (stereo not given),2%
O=C(NCCOc1ccccc1Cl)C(=O)NCCOc1ccccc1Cl,-2%
CCNc1ncc2ncc(=O)n(C[C@H]3CCCO3)c2n1,-6%
